# Screening results (PubChem BioAssay)
# C8 TRAIL sens = viability loss with TRAIL in NB7+C8 cells, primary screen, TRAIL sensitizer project, cell-based, ATPlite luminescence; inhibition (viability loss, TRAIL sensitization), % at 10 µM; 360,000 tested, 1% active;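 active means compounds causing at least 50% loss of cell viability in the single-dose screen, relative to plate controls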
# KKLEB cytotox = cytotoxicity in KKLEB CF airway cells, primary screen, cytotoxicity control for CF NF-kB inhibitor project, cell-based, uHTS, fluorescence assay plates. KKLEB CF airway cells viability, ATPlite luminescence, overnight; stronger effect = lower value; cells stimulated with P. aeruginosa culture filtrate. activity change (cytotoxicity), % at 5 µM. 360,000 tested, 0.36% active;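 active means corrected activity change at or below -50% at 5 µM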
# CF NFkB block = inhibitors of PAF-induced NF-kB signaling, primary screen, cell-based, GFP fluorescence, uHTS; inhibition, % at 5 µM; 360,000 tested, 0.86% active; KKLEB NF-kB-GFP reporter, GFP fluorescence overnight;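 active means at least 50% inhibition at 5 µM, scaled per plate between neutral and stimulator controls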;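 further: PAF is a Pseudomonas aeruginosa culture filtrate used as stimulus; plate controls were PAF-stimulated DMSO wells for no effect and unstimulated DMSO wells for full effect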
# Shn3 inh set2 = reduction of Shn3 3'UTR firefly luciferase signal, primary screen, Schnurri-3 inhibitor project, cell-based, Clone20 osteoblasts, set 2 | 360,000 tested, 0.52% active | inhibition, % at 12.5 µM | Clone20 osteoblast Shn3 3'UTR firefly luciferase, 24 h;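 active means mean inhibition of at least 75% with every replicate also reaching 75%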;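 further: 0% = median of neutral control wells and 100% = pilot-screen positive control compound; some compounds past the cut are filed as inactive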
# NR2F2 inh = NR2F2 transcriptional activity inhibitors, primary screen, cell-based, luciferase reporter, HEK293T, luminescence; COUP transcription factor 2 (Homo sapiens), P24468; HEK293T NGFI-A luciferase reporter; inhibition, % at 8.6 µM; 370,000 tested, 0.7% active;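 active means inhibition above a per-plate cutoff, mean inhibition of test wells between control levels plus 3 SD, cut at about 38% in these data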;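 further: cells cotransfected with COUP-TFII expression vector driving the NGFI-A reporter; 0% = median of COUP-TF2 test wells and 100% = reporter-only cells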
# Target sequence (P24468 whole entry, looked up): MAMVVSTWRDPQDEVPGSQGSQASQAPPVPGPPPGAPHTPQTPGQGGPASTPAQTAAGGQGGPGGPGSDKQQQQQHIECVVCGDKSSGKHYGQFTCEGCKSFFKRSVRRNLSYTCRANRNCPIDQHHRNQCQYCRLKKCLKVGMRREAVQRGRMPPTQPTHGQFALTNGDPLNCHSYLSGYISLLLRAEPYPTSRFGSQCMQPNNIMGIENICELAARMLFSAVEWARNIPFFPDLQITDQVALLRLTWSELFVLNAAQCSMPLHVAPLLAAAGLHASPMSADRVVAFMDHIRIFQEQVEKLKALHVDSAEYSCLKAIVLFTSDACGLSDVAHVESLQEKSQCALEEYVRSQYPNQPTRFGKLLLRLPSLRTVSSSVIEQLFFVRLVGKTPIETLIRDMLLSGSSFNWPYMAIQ
# TROY signal inh = inhibitors of TROY-driven NF-kB signaling, primary screen, Q293 LMP1-TROYcd cells, NF-kB luciferase, uHTS; 360,000 tested, 0.98% active; AID 1347056, 2019; Q293 LMP1-TROYcd NF-kB luciferase reporter, 4 h; inhibition, % at 10 µM;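 active means compounds whose plate-normalised and pattern-corrected inhibition of the luciferase reporter signal at the single screening dose is 50% or more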
# SRC3 inh = SRC3 coactivator transcriptional activity inhibitors, primary screen, cell-based, luminescence | HEK293 GAL4-SRC3 luciferase reporter | inhibition, % at 3.6 µM | 360,000 tested, 0.17% active | AID 588352, 2011;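 active means inhibition above a per-campaign cutoff, the mean of all compounds plus 3 SD, cut at about 60% in these data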;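 further: 0% = DMSO-treated cells and 100% = gossypol-treated cells at 36 µM; higher means less SRC3-driven luciferase light from the GAL4 reporter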
# SRC1 inh = SRC1 coactivator transcriptional activity inhibitors, primary screen, cell-based, luminescence; inhibition, % at 3.6 µM; AID 588354, 2011; HEK293 GAL4-SRC1 luciferase reporter; 360,000 tested, 0.12% active; Nuclear receptor coactivator 1 (Homo sapiens), Q15788;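 active means inhibition above the campaign mean plus 3 SD, with each screening campaign given its own cutoff, cut at about 60% in these data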;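 further: 0% = DMSO treated cells and 100% = gossypol at 36 µM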
# TWEAK Fn14 block = inhibitors of TWEAK-Fn14 signaling, primary screen, luciferase reporter cells, uHTS; TWEAK-stimulated Fn14 reporter cells, luciferase luminescence, 8 h; inhibition, % at 10 µM; 360,000 tested, 2% active; in the data active means inhibition above about 50%
# EBV LMP1 NFkB = EBV LMP1-driven NF-kappaB luciferase reporter inhibitors, primary screen, cell-based, luminescence, single point; 350,000 tested, 0.69% active; LMP1-induced NF-kappaB luciferase reporter cells; inhibition, % at 12.5 µM; in the data active means inhibition above about 41%;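 further: 0% = neutral control wells and 100% = reference inhibitor control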
# LRH-1 inv ag = LRH-1 (NR5A2) inverse agonists, primary screen, cell-based, luminescence, HEK293T, StAR-luciferase reporter; LRH-1 transfected, 24 h; inhibition, % at 3.6 µM; 360,000 tested, 0.13% active; AID 602396, 2012;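 active means inhibition above the mean inhibition of all tested compounds plus 3 SD, cut at about 73% in these data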;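 further: 0% = DMSO wells and 100% = reporter-only cells lacking LRH-1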
# Target sequence (O00482 whole entry, looked up): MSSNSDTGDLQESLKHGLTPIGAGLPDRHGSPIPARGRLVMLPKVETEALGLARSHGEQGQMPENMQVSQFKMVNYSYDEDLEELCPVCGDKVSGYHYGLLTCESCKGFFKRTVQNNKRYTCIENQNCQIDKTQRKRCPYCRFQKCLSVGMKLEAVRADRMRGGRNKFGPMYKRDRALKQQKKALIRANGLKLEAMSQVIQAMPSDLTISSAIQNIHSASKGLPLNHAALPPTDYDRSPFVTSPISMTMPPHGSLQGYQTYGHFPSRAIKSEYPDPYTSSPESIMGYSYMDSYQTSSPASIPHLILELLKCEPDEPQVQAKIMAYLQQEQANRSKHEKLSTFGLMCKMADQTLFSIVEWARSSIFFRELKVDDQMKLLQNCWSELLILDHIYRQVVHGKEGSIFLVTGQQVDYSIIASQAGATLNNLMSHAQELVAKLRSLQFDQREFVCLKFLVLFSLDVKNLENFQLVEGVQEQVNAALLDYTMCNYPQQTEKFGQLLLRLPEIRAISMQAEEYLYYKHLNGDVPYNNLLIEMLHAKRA
# Starred values were filed as active, the others as inactive; nt = no result given. The list is partial; rates above refer to the full screens.
compound	C8 TRAIL sens	KKLEB cytotox	CF NFkB block	Shn3 inh set2	NR2F2 inh	TROY signal inh	SRC3 inh	SRC1 inh	TWEAK Fn14 block	EBV LMP1 NFkB	LRH-1 inv ag
Cc1onc(-c2c(Cl)cccc2Cl)c1C(=O)c1ccc(F)cc1	-5	8	-5	-2	11	8	-4	-4	4	nt	27
CN(C)c1ccc(/C=C2\C(=N)N3N=C(CC(=O)N4CCCC4)SC3=NC2=O)cc1Br	-13	7	-6	9	-21	-16	2	-8	0	-1	-14
O=c1cc(NCCc2ccccc2)c2ccccc2o1	-3	-3	12	11	1	-30	-23	-47	-10	0	-90
CC(C)CN(CC(C)C)S(=O)(=O)N1CCC(C(=O)NCc2cccs2)CC1	-9	-1	-11	-1	-1	-12	12	-9	17	-6	3
CNS(=O)(=O)c1cccc(C(=O)OCC(=O)c2cc3ccccc3o2)c1	-2	-2	13	-18	0	20	6	-19	-7	6	2
N#CC1(NC(=O)CSc2nnc(COc3ccccc3F)n2N)CCCCC1	2	-11	1	-7	7	-12	-4	-4	1	10	-4
CC(OC(=O)c1ccc(S(=O)(=O)NCc2ccco2)cc1)C(=O)Nc1ccc(Cl)cn1 (stereo unspecified)	-20	-15	8	22	0	8	10	-2	10	6	-5
COCCCn1c(=O)c2ccccc2n(CC(=O)NC2CCCC2)c1=O	-8	0	5	0	4	-5	-5	1	17	-8	2
OCCN1CCN(CCSc2ccccc2)CC1	2	-4	11	-4	-2	-18	4	-4	5	-4	-9
COc1ccc(C(=O)CN2C(=O)c3ccccc3C2=O)cc1	4	-3	-10	-6	-5	-44	-26	-11	-12	nt	-40
CC(=O)Nc1cccc(NC(=O)Cc2nc(-c3ccccc3)sc2-c2ccc(C)cc2)c1	-4	12	-20	5	-2	-2	7	-10	9	-3	-2
CCN(CC)CC(O)c1cccn1-c1ccc(CNC(=O)NC(C)C)cc1 (stereo unspecified)	7	4	-6	-5	2	3	2	-78	-16	0	13
Cc1cc(Cl)ccc1Oc1ncc(-c2ccc(Cl)cc2)cn1	2	6	-7	-4	21	28	2	-10	9	4	-4
COc1cccc(-n2nnnc2SCC(=O)Nc2ccc(NC(C)=O)cc2)c1	1	0	-2	3	12	2	-3	9	9	-1	28
Cc1ccc(CN2C(=O)c3ccccc3C2c2nnnn2C(C)C)cc1 (stereo unspecified)	-9	nt	nt	nt	-4	-20	nt	nt	10	nt	-7
Cc1onc(-c2ccc(Cl)cc2)c1-c1ccnn1S(=O)(=O)c1ccc(Cl)cc1	12	-11	22	5	-13	-11	-1	6	-5	13	8
Cc1cc(OCC(=O)Nc2ccncc2)c(C)cc1Br	2	-15	2	-37	16	17	-2	-3	25	3	16
CC(C)n1c(=S)[nH]c2scc(-c3cccs3)c2c1=O	-2	-7	16	1	-18	10	5	-14	-12	-4	-1
CN(C)/C=C1\C(=O)ON=C1c1ccccc1	-2	8	10	3	4	11	4	0	-4	6	8
COC(=O)c1ccccc1NC1OC(=O)c2ccccc21 (stereo unspecified)	1	0	-1	-79	-9	10	9	-1	10	-16	-1
COc1cccc(C(=O)NCCCNC(=O)c2ccccn2)c1	-5	2	4	-47	2	1	12	5	17	2	-11
COC(=O)[C@@H]1CC[C@@](C)(c2ccc(OC)cc2)C1(C)C	-1	-11	13	10	20	-2	-2	3	-19	1	-1
N#Cc1nc(COc2ccc(Cl)cc2)oc1NCc1ccc2c(c1)OCO2	4	-12	21	-5	2	44	-14	-3	14	-2	8
Cc1cc(NC(=O)c2ccc(F)cc2F)n(-c2nc3ccccc3[nH]2)n1	20	-13	12	20	nt	-4	6	-6	-4	-51	-2
COc1ccc(N2C(=O)N3[C@H](c4ccc(Cl)cc4)[C@@H]4C(=O)N(C5CCCCC5)C(=O)[C@@H]4[C@]3(Cc3ccc(Cl)cc3)C2=O)cc1	2	-19	21	-1	2	-16	10	-11	-20	2	-15
COc1ccc(Nc2nc(N)nc(CN3CCN(c4ccc(F)cc4)CC3)n2)cc1	17	-2	15	16	10	9	8	2	11	11	-5
CN(CCC#N)Cc1cc(=O)oc2ccc3ccccc3c12	-10	0	-22	-3	14	8	20	2	-7	-11	46
CN(C)CCCN(C(=O)c1ccc2c(c1)CCCC2)c1nc2c(F)cccc2s1	27	-6	10	-4	-1	14	4	-16	-1	-67	-30
CCN(Cc1ccccc1)S(=O)(=O)c1c(N)n(C)c(=O)n(C)c1=O	11	10	-6	-1	17	-16	18	-3	-2	-12	-6
Cc1ccccc1S(=O)(=O)N1[C@@H](c2ccc(Br)cc2)C(C(=O)O)=CC[C@H]1c1ccc(Cl)cc1	5	10	24	1	9	30	0	1	23	3	-8
CC(C)c1ccc(CC(=O)N2CCC2(C)C(=O)Nc2ccc3c(c2)OCCO3)cc1 (stereo unspecified)	-5	-2	3	2	4	45	5	21	51*	nt	1
CCc1ccccc1NC(=S)Nn1cnnc1	2	0	-30	2	-23	0	8	17	10	0	14
Cc1cc(C(=O)OCC(=O)N(C)c2ccccc2)c2ccccc2n1	-1	1	-12	1	0	4	-3	-3	-6	3	-10
O=C(CCCN=C1NS(=O)(=O)c2ccccc21)Nc1ccc(Cl)cc1	-7	-5	4	16	0	-10	-28	-14	-3	5	-7
Cc1ccc(NS(=O)(=O)c2cccc(C(=O)NNC(=O)NC3CCCCC3)c2)c(C)c1	-7	-4	-2	-14	14	5	12	-3	3	-15	6
Oc1ccc(-c2nc3ccccn3c2NCc2ccco2)cc1	-2	-7	-14	-13	-9	-20	-12	-53	13	1	-3
Fc1ccc(-c2csc(-c3ccc(C4SCCS4)cc3)n2)cc1F	23	-7	12	-40	3	-44	17	0	-19	-76	3
Cc1ccc(S(=O)(=O)N2CC(=NN=C(N)N)C2)cc1	0	-1	2	-3	16	23	13	0	42	3	-2
Cc1ccc(CC2CC(=O)N(c3ncccn3)C2=O)cc1 (stereo unspecified)	0	6	0	-28	-11	-1	21	1	3	-1	-13
Cc1nc2c(C(=O)NCc3ccc4c(c3)OCO4)c[nH]n2c(=O)c1Cc1ccccc1F	-3	-17	12	-2	nt	42	18	-13	-34	-6	15
C=CS(=O)(=O)N(Cc1ccc(Cl)c(Cl)c1)C[C@@H](O)CO	-1	-7	37	4	nt	-11	57	36	32	25	49
O=C(c1ccco1)N(Cc1ccco1)Cc1cc2ccccc2[nH]c1=O	12	-8	7	19	-29	-4	9	1	3	-2	8
O=C(/C=C/c1cccs1)Nc1scc(-c2ccccc2)c1C(=O)O	30	8	-20	-34	-10	15	-67	-120	60*	-1	-122
C#CCOCCOCCOCCNc1nc(N2CCN(C(=O)[C@H](CC(N)=O)n3cc([C@@H](N)CC(N)=O)nn3)CC2)nc(N2CCN(C(=O)[C@H](CC(N)=O)n3cc([C@@H](N)CC(N)=O)nn3)CC2)n1	-21	1	5	-11	0	2	-8	1	7	-2	2
C(=N\N1CCN(Cc2ccccc2)CC1)/c1ccccc1	6	0	-3	-29	-2	-34	-13	-6	-26	-15	-8
O=C1c2ccccc2C(=O)N1CC1c2ccccc2CCN1C(=O)C1CCCCC1 (stereo unspecified)	-16	-1	4	-4	12	-13	5	-24	-1	0	5
O=C(NN=Cc1ccccc1O)C(O)c1ccccc1 (stereo unspecified)	9	-10	-7	15	-5	-9	1	-14	23	1	-32
CC1CCc2nn(CC(=O)NCCN3CCCCC3C)cc2C1 (stereo unspecified)	-8	-13	3	-19	-9	4	-13	-4	-12	-7	0
COc1cc(-c2noc(C)c2C#CC2(N)CCCCC2)cc(OC)c1OC	-7	1	-30	-4	-9	-13	-7	-15	-42	7	28
Cn1nc(-c2ccc(C(=O)O)cc2)c2ccccc2c1=O	1	10	1	-3	-2	-2	-62	3	10	8	9
Cc1ccc(C)c(S(=O)(=O)N2CC(=O)Nc3ccccc32)c1	3	0	-1	8	8	2	23	1	7	0	-6
CSc1ccc(CCNC(=O)CSc2ccsc2[N+](=O)[O-])cc1	-7	-3	-2	36	13	-13	8	-8	0	-13	-15
O=C(CCN1CCc2ccccc2C1)Nc1ccccc1F	7	7	-18	-11	2	10	-2	-1	-11	21	-27
Cc1cnc(C(=O)OC(C)C(=O)Nc2cccc3ccccc23)cn1 (stereo unspecified)	-1	19	-37	0	3	11	15	-54	-5	-4	-1
CC1=CC(=O)C(C(C)C)=C/C1=N/OS(=O)(=O)c1ccccc1	69*	27	-1	18	58*	47	-16	-35	89*	-21	9
COC(=O)c1ccc(-c2noc(CN(C)Cc3ccncc3C)n2)cc1	-4	1	2	-6	15	3	8	15	6	1	9
O=C(CSc1nnc(-c2c[nH]c3ccccc23)n1CC1CCCO1)Nc1ccc2c(c1)OCCO2 (stereo unspecified)	-7	3	-7	7	-12	7	2	-17	-2	-7	14
CCCNC(=O)N(C)C[C@@H]1Oc2cc(Br)ccc2S(=O)(=O)N([C@@H](C)CO)C[C@H]1C	-21	-7	30	-11	2	6	4	13	2	0	-7
Cc1ccc2nc(SCC(=O)NC3CCCC3)[nH]c2c1	14	6	-4	13	1	5	9	-5	7	-2	-15
CCCn1c(C)cc(/C=C(\C#N)C(=O)OCC(=O)Nc2cccc(S(N)(=O)=O)c2)c1C	21	-8	8	-29	-13	-29	-38	-23	-48	-11	-28

# (cont.)
compound	C8 TRAIL sens	KKLEB cytotox	CF NFkB block	Shn3 inh set2	NR2F2 inh	TROY signal inh	SRC3 inh	SRC1 inh	TWEAK Fn14 block	EBV LMP1 NFkB	LRH-1 inv ag
Cc1nc(C(F)(F)F)ccc1C(=O)N1CCC1(C)C(=O)NS(=O)(=O)c1ccc2ccccc2c1 (stereo unspecified)	-1	1	-6	3	3	-1	5	-25	-12	nt	-3
CNC(=O)CCSc1ccc(C)cc1	6	6	9	8	-15	-15	-8	-19	-4	-3	2
O=C1CCCN1CCCNC(=S)Nc1ccc(Br)cc1Cl	-7	2	3	-7	1	-14	-22	-20	2	-10	-23
CC(Sc1nccn1C)C(=O)Nc1ccc(C(N)=O)cc1 (stereo unspecified)	-15	2	-3	-14	-1	-19	-6	-2	7	-3	2
NS(=O)(=O)c1cccc(NC(=S)NCc2ccccc2)c1	-2	8	2	7	-13	-10	7	-5	-3	3	7
CCOc1ccc2nc(N(CCCN(C)C)C(=O)c3ccc(C(=O)c4ccccc4)cc3)sc2c1	85*	-9	16	5	10	-36	23	-31	11	9	-14
